High-throughput results deposited in PubChem BioAssay by Johns Hopkins Ion Channel Center.
TRPC6 inhibitor – mouse TRPC6 channel inhibitors, primary screen, cell-based, HEK293, membrane potential dye; Short transient receptor potential channel 6 (Mus musculus), Q61143; ACh-evoked depolarization; stronger effect = lower value; AID 2553, 2010; actives 1.1% (n = 310,000); B-score at 10 µM;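 active = B-score under library mean minus 3 SD, initial fluorescence not abnormally high, positive integrated signal ratio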;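 also: B-score derived from integrated fluorescence ratio over the kinetic read; more negative B-score means stronger inhibition of depolarization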
ANO1 block – TMEM16A chloride channel inhibitors, primary screen, cell-based, HTS. HEK293 TMEM16A/YFP iodide influx fluorescence, ionomycin. AID 588511, 2011. actives 1.2% (n = 310,000). normalized B-score (activity score, 25-100; higher = stronger inhibition) at 10 µM. Anoctamin-1 (Mus musculus), Q8BHY3;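 active = ratio plate-corrected score three or more library SD toward inhibition, starting fluorescence score within five deviations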;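 also: score derived from kinetic fluorescence span divided by baseline fluorescence per well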
Target sequence (Q8BHY3 whole entry, looked up): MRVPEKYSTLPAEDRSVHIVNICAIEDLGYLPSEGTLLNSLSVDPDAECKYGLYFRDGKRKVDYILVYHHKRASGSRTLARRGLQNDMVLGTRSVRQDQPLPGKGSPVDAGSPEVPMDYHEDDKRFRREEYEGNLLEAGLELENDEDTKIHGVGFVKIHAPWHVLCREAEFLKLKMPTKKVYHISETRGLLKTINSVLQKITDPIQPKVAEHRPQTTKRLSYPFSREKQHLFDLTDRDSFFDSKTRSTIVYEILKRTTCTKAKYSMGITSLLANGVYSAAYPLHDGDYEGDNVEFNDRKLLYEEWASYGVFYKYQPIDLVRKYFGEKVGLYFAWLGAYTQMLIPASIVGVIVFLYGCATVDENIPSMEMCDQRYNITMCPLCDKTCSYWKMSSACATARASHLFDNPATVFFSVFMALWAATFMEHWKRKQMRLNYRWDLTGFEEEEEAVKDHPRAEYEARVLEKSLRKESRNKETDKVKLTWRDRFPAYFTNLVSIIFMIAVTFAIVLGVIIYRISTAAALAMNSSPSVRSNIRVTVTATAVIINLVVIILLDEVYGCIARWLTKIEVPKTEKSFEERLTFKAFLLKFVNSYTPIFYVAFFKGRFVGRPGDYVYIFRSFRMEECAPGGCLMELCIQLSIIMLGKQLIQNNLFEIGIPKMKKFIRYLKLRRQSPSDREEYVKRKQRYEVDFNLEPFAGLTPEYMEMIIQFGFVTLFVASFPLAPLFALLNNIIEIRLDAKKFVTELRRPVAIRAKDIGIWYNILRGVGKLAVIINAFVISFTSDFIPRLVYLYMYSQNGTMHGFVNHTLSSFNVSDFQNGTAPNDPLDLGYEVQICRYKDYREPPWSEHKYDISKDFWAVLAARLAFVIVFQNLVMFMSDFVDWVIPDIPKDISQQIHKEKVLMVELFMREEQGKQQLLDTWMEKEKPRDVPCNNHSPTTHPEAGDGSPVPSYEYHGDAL
TRPC4 act – activators of mouse TRPC4 channel, primary screen, Fluo4 calcium, HEK293 TRPC4beta/mu-opioid cells. Fluo4 calcium fluorescence; stronger effect = higher value. B-score at 10 µM. actives 0.49% (n = 310,000). AID 2237, 2010;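 active = B-score above 5 SD of library B-scores, and initial fluorescence ratio not above library mean plus 5 SD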;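 also: positive B-score marks a calcium rise read as TRPC4 activation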
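System – HEK293 cells stably co-expressing mouse TRPC4beta and mu-opioid receptor · Signal – Fluo4 calcium-sensitive dye fluorescence, kinetic, 1 Hz baseline · Benchmarks – buffer (low) and maximal DAMGO (high) · Read-out – B score of integrated fluorescence ratio per well · Incubation – dye loading 45 min room temperature, 110 s kinetic read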
RGS4 inh – RGS4 inhibitors, primary screen, cell-based, HEK293 M3R inducible RGS4, calcium flux. AID 463165, 2010. Fluo-4 calcium flux; stronger effect = higher value; triggered by carbachol at its EC20. actives 0.45% (n = 310,000). B-score at 10 µM;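 active = B-score, a plate-corrected calcium signal, over three deviations above library mean, with baseline fluorescence within five deviations of library mean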;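 also: RGS4 expression induced by doxycycline in cells with stable M3 receptor; B-score is computed from the integrated fluorescence ratio over baseline after carbachol; higher B-score means a larger calcium signal and so more RGS4 inhibition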
MrgX1 allo act – positive allosteric modulators of MrgX1, primary screen, HEK293 cells, Fluo-4 calcium flux. B-score at 10 µM. actives 0.63% (n = 310,000). FDSS; stronger effect = higher value. Mas-related G-protein coupled receptor member X1 (Homo sapiens), Q96LB2. AID 588675, 2011;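 active = plate-corrected calcium response at least 3 library SD above typical, normal starting fluorescence, not activating the receptor alone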;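 also: compound read alongside a low EC10 to EC30 dose of BAM8-22 agonist; peak minus trough fluorescence over baseline measured at the second addition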
MrgX1 antagonist – antagonists of human MrgX1 receptor, primary screen, HEK293 cells, Fluo-4 calcium flux. Mas-related G-protein coupled receptor member X1 (Homo sapiens), Q96LB2. BAM8-22 antagonism; stronger effect = lower value. B-score at 10 µM. actives 1.3% (n = 310,000);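 active = calcium-response B-score plate-corrected more than 3 library SD below zero, starting fluorescence within 5 deviations, no agonist response on first addition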;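 also: peak minus trough fluorescence over baseline after final BAM8-22 challenge near maximal dose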
TRPC4 PAM – positive allosteric modulators of TRPC4, primary screen, cell-based, mouse TRPC4beta, HEK293 mu-opioid, Fluo-4 calcium; AID 2227, 2009; actives 0.42% (n = 310,000); DAMGO EC20, Fluo-4 Ca2+ flux; stronger effect = higher value; B-score at 10 µM;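 active = B-score of calcium response area above 5 SD of library B-scores, with initial fluorescence ratio within 5 SD of library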;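 also: B-score of integrated fluorescence ratio over time as area under calcium response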
TRPC4 block – inhibitors of mouse TRPC4 channel, primary screen, Fluo4 calcium, HEK293 TRPC4beta/mu-opioid cells. Short transient receptor potential channel 4 (Mus musculus), Q9QUQ5. DAMGO-evoked Fluo4 calcium flux; stronger effect = lower value. B-score at 10 µM. actives 0.39% (n = 300,000). AID 2247, 2010;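 active = B-score over 3 SD under the library average, no early fluorescence shift, positive overall ratio signal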
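Material: HEK293 cells with stable TRPC4beta plus mu-opioid receptor expression; probe or stimulus: DAMGO in two steps, submaximal then maximal; technique: Fluo4 calcium fluorescence by kinetic imaging, 5 s 1 Hz baseline; measure: integrated fluorescence ratio relative to baseline, converted to per-well B score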
TRPC6 act – mouse TRPC6 channel activators, primary screen, cell-based, HEK293, membrane potential dye; B-score at 10 µM; Short transient receptor potential channel 6 (Mus musculus), Q61143; AID 2550, 2010; actives 0.13% (n = 310,000); HEK293-TRPC6 membrane potential dye fluorescence; stronger effect = higher value;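 active = B-score of the integrated fluorescence ratio above library mean plus 3 SD, and starting fluorescence ratio within library mean plus 5 SD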;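 also: higher score means more depolarization so channel activation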
TMEM16A act – TMEM16A chloride channel activators or potentiators, primary screen, cell-based, HTS; Anoctamin-1 (Mus musculus), Q8BHY3; HEK293 TMEM16A/YFP-H148Q/I152L, iodide quench fluorescence; stronger effect = lower value; B-score at 10 µM; actives 0.3% (n = 340,000); AID 623877, 2012;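 active = fluorescence-ratio B-score plate-corrected deviation score at least 3 library SD below zero, with starting fluorescence score within 5 deviations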;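 also: channel opened by trigger with iodide after compound preincubation; score built on the fluorescence ratio of max minus min over baseline; more negative score means more quench and so TMEM16A activation or potentiation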
MrgX1 agonist – agonists of human MrgX1 receptor, primary screen, HEK293 cells, Fluo-4 calcium flux. Fluo-4 calcium fluorescence, agonist mode; stronger effect = higher value. B-score at 10 µM. actives 0.44% (n = 310,000). AID 588627, 2011;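 active = calcium response B-score plate-corrected fluorescence ratio at least 3 library SD, with starting fluorescence B-score inside 5 SD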
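Material – MrgX1-expressing HEK293 cells · Input – 15,000 cells seeded per well · Dosing – compound as first of three additions · Times – overnight seeding, then 1 h dark dye loading · Measured by – kinetic Fluo-4 NW fluorescence of intracellular calcium · Read-out – B-scored fluorescence response ratio · Benchmarks – positive and negative control wells on each plate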
Active calls of the source: *; i = inactive; / = not tested or not shown.

SMILES	TRPC6 inhibitor	ANO1 block	TRPC4 act	RGS4 inh	MrgX1 allo act	MrgX1 antagonist	TRPC4 PAM	TRPC4 block	TRPC6 act	TMEM16A act	MrgX1 agonist
O=C(CN1CCCC(O)C1)N1c2ccccc2Sc2ccc(C(F)(F)F)cc21 (stereo not given)	i	i	i	i	i	i	i	i	i	i	i
COc1ccc(-c2ccc(C#N)c(SCC(=O)Nc3sc4c(c3C#N)CCC4)n2)cc1	i	i	i	i	i	i	i	i	i	i	i
COc1ccc(N2CCN(C(=O)CN(C)S(=O)(=O)c3cnc[nH]3)CC2)cc1	i	i	i	i	i	i	i	i	i	i	i
CCOC(=O)CN1C(=O)CN(c2ccc(C)cc2)C1=O	i	i	i	i	i	-4.97*	i	i	i	i	i
CCOC(=O)C1CCN(S(=O)(=O)c2ccc(C)cc2)CC1	i	i	i	i	i	i	i	i	i	i	i
CCOC(=O)C1=C(NC(=S)NC(=O)c2ccccc2)c2ccccc2CC1(C)C	i	i	i	i	i	i	25*	i	i	i	i
O=C1N/C(=N/N=C/c2ccco2)SC1Cc1ccccc1 (stereo not given)	i	i	i	i	i	i	i	i	i	i	i
COc1ccccc1NS(=O)(=O)NC(=O)c1cn(C)c2ccccc12	i	i	i	i	i	i	i	i	i	i	i
COc1ccc(N2CC(C(=O)Nc3c(C(N)=O)oc4ccccc34)CC2=O)cc1 (stereo not given)	i	i	i	i	i	i	i	i	i	i	i
O=C(N/N=C/C(Br)=C/c1ccccc1)c1ccccc1F	i	i	i	i	7.04*	i	i	i	i	i	i

Reformatted bar-delimited: two of the compounds above.
structure | TRPC6 inhibitor | ANO1 block | TRPC4 act | RGS4 inh | MrgX1 allo act | MrgX1 antagonist | TRPC4 PAM | TRPC4 block | TRPC6 act | TMEM16A act | MrgX1 agonist
COc1ccccc1NS(=O)(=O)NC(=O)c1cn(C)c2ccccc12 | i | i | i | i | i | i | i | i | i | i | i
COc1ccc(N2CC(C(=O)Nc3c(C(N)=O)oc4ccccc34)CC2=O)cc1 (stereo not given) | i | i | i | i | i | i | i | i | i | i | i

(cont.)
SMILES	TRPC6 inhibitor	ANO1 block	TRPC4 act	RGS4 inh	MrgX1 allo act	MrgX1 antagonist	TRPC4 PAM	TRPC4 block	TRPC6 act	TMEM16A act	MrgX1 agonist
COc1ccccc1-c1cc(C(=O)N/N=C/C=C/c2ccccc2[N+](=O)[O-])c2ccccc2n1	i	i	i	i	i	i	i	i	i	/	i
O=C(NCCCN1CCOCC1)c1cc(S(=O)(=O)N2CCN(c3ccccc3)CC2)ccc1Cl	i	i	i	i	i	i	i	i	i	i	i
CCOC(=O)Cn1nc(-c2ccccc2)c2cnc3ccc(C)cc3c21	i	i	i	i	i	i	i	i	i	i	i
CCCCCCc1c(O)nc(SCC(=O)O)[nH]c1=O	i	i	i	i	i	i	i	i	i	i	i
COc1ccc(CNC(=O)COc2cc(O)c3c(c2)OC(C)(C)CC3=O)c(OC)c1	i	i	i	i	i	i	i	i	i	i	i
O=C1CN(c2cc(Cl)cc(Cl)c2)C(=O)CN1/N=C/c1cccnc1	i	i	i	i	i	i	i	i	i	i	i
Cc1cc(C)cc(C(=O)NC(CC(N)=O)c2ccc(N3CCC(Cc4ccccc4)CC3)c([N+](=O)[O-])c2)c1 (stereo not given)	i	i	i	i	i	i	i	i	i	i	i
CC(C)OC(=O)c1ccc(COc2ccc3ccc(=O)oc3c2)o1	i	i	i	i	i	i	i	i	i	i	i
CCOc1ccc2c(c1)OC(c1ccc(OC)cc1)(C(F)(F)F)NC2=O (stereo not given)	i	i	i	i	i	i	i	i	i	i	i
CC(C)N(c1ccccc1)c1ccc(NC(=O)COC(=O)CCN2C(=O)c3cccc([N+](=O)[O-])c3C2=O)cc1	i	i	i	i	i	i	i	i	i	i	i
COCCN1C(=S)NC(c2cccc(C(F)(F)F)c2)C(C(=O)N2CCOCC2)=C1C (stereo not given)	i	i	i	i	i	i	i	i	i	i	i
O=C(COc1ccccc1)NNC(=S)NC(=O)c1ccccc1	i	i	46*	i	i	i	i	i	i	i	i
CSc1ncc(CN2CCCCC2C(=O)Nc2ccc(Oc3ccccc3)nc2)cn1 (stereo not given)	i	i	i	i	i	i	i	i	i	i	i
O=C(CSCc1c(F)cccc1Cl)NCc1cccnc1	i	i	i	i	i	i	i	i	i	i	i
COc1cccc(NC(=S)N(CCCN2CCN(C)CC2)Cc2ccco2)c1	i	i	i	i	i	i	i	i	i	i	i
Cc1cccc(N2CN(Cc3cccnc3)CNC2=S)c1	i	i	i	i	i	i	i	i	i	i	i
O=C(c1cnccn1)N(c1ccccc1)C1(C(=O)NC2CCCCC2)CCCCC1	i	i	i	i	i	i	i	i	i	i	i
CCOc1ccc(-c2c(C#N)c(N)nc3sc(C(=O)c4ccccc4)c(N)c23)cc1	i	i	i	i	i	i	i	i	i	i	i
CN1CC(=O)N(CC(=O)Nc2ccc(Br)cc2F)C1=O	i	i	i	i	i	i	i	i	i	i	i
Cc1cc(NC(=O)/C=C/c2ccccc2)no1	i	i	i	i	i	i	i	i	i	i	i
CCOC(=O)c1ccccc1NC(=O)c1cn(CC)c2nc(C)ccc2c1=O	i	i	i	i	i	i	i	i	i	i	i
COc1cc(C(=O)NCc2nnc(SCC(=O)N3CCCc4ccccc43)o2)cc(OC)c1OC	i	i	i	i	i	i	i	i	i	i	i
Cc1ccnc(NS(=O)(=O)c2ccc(NC(=O)C3CC=CCC3C(=O)O)cc2)n1 (stereo not given)	i	i	i	i	i	i	i	i	i	i	i
COC(=O)c1nnn(-c2ccc(Cl)c(Cl)c2)c1C(=O)OC	i	i	i	i	i	i	i	i	i	i	i
Cc1ccc(S(=O)(=O)N/N=C/c2ccc(OCC(=O)N3CCOCC3)cc2)cc1	i	i	i	i	i	i	i	i	i	i	i
Cc1cc2c(c(SCC(=O)N(C)c3ccccc3)n1)C(=O)OC2	i	i	i	i	i	i	i	i	i	i	i
CCn1c(CC(=O)Nc2ccccc2)nnc1SCC(=O)NC1CCCC1	i	i	i	i	i	i	i	i	i	i	i
CCOC(=O)c1c(C)noc1-c1ccco1	i	i	i	i	i	i	i	i	i	i	i
CC(C)Cc1nc(N2CCOCC2)c(C#N)c2c1CCC2	i	i	i	i	i	i	i	-6*	i	i	i
CS(=O)(=O)N1CCC(Oc2ccccc2C(=O)NC(C2CC2)C2CC2)CC1	i	i	i	i	i	i	i	i	i	i	i
COc1ccc(C(=O)n2nc(C)c(Br)c2C)cc1OC	i	i	i	i	i	i	i	i	i	i	i
CC(C)(C)Cc1nnc(NS(=O)(=O)c2ccc([N+](=O)[O-])cc2)s1	i	i	i	i	i	i	i	i	i	i	i
O=C1c2ccccc2C(=O)N1CCc1ccccn1	i	i	i	i	i	i	i	i	i	i	i
COc1ccc(CCNC(=O)/C=C\c2ccccc2)cc1OC	i	i	i	i	i	i	i	i	i	i	i
CCN(CC)C(=S)NC(=O)C12CC3CC(CC(C3)C1)C2	i	i	i	i	i	i	i	i	i	i	i
COc1cc(C(CC(=O)Nc2cccc(C)n2)N2Cc3ccccc3C2=O)cc(OC)c1OC (stereo not given)	i	i	i	i	i	i	i	i	i	i	i
COc1ccc(CNC(=O)Cn2nc(-c3ccc4c(c3)OCCO4)ccc2=O)cc1	i	i	i	i	i	i	i	i	i	i	i
C=CCn1c(C(C)NC(=O)c2cccs2)n[nH]c1=S (stereo not given)	i	i	i	i	i	i	i	i	i	i	i
Cc1nc(CC(=O)c2ccc(O)c(C)c2O)cs1	i	i	i	i	i	i	i	i	i	i	i
COC(=O)C(Cc1ccccc1)P(=O)(c1ccccc1)c1ccccc1 (stereo not given)	i	i	i	i	i	i	i	i	i	i	i
CCOC(=O)C1=C(C)NC(=O)CC1c1cc(OC)c(OC)cc1Br (stereo not given)	i	i	i	i	14.7*	i	i	i	i	i	i
Cc1cc(=O)c2cc(C(=O)c3ccccc3)ccc2[nH]1	i	i	i	i	i	i	i	i	i	i	i
Cc1cccc(NC(=O)C2CC(=O)n3cnnc3S2)c1 (stereo not given)	i	i	i	i	i	i	i	i	i	i	i
COC(=O)c1ccc(S(=O)(=O)N2CCOCC2)o1	i	i	i	i	i	i	i	i	i	i	i
COc1ccc(C(C)NC(=O)c2ccncc2)cc1OC (stereo not given)	i	i	i	i	i	i	i	i	i	i	i
CCc1ccc(CNC(=O)CC2C(=O)NCCN2Cc2ccccc2F)nc1 (stereo not given)	i	i	i	i	i	i	i	i	i	i	i
FC(F)Oc1ccc(NC(=S)NCCc2ccccn2)cc1	i	i	i	i	i	i	i	i	i	i	i
COc1ccc(-c2cc(C(=O)N3CCCc4ccccc43)no2)cc1OC	i	i	i	i	i	i	i	i	i	i	i
COc1ccc(NC(=O)NCC(C)CSc2ccc(C)cc2)c(OC)c1 (stereo not given)	i	i	i	i	i	i	i	i	i	i	i
COc1ccc(NC(=O)COC(=O)c2c3c(nc4ccccc24)CCCC3)cc1Cl	i	i	i	i	i	i	i	i	i	i	i
COc1ccc2c(CC(=O)O)cc(=O)oc2c1	i	i	i	i	i	i	i	i	i	i	i
COc1ccc(C)cc1S(=O)(=O)Nc1ccc2c(c1)OCO2	i	i	i	i	i	i	i	i	i	i	i
Cc1nc2c(C#N)c[nH]n2c(=O)c1CCO	i	i	i	i	i	i	i	i	i	i	i
